Screens (PubChem BioAssay)
KB-3-1 tox: kills parental KB-3-1 adenocarcinoma cells. KB-3-1 viability, CellTiter-Glo ATP luminescence, 72 h. actives 1.4% (n = 400,000). Potency, µM (titrated, usually from 46.1 µM), inactives show top-dose activity change, negative = cytotoxic, most hits filed as cytotoxic; also: % is scaled to controls: 0 for no effect and ±100 for the full control effect; nearly all actives have a fitted effect of over 60% in size
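72 h, 37 °C compound treatment of KB-3-1 parental cells; CellTiter-Glo added, 10 min, luminescence read. Data corrected against DMSO-only plates and normalized before curve fitting.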
GLP1R cytotox: cytotoxic in the GLP-1 receptor inverse agonist counter-screen. HEK293 cAMP-luciferase reporter cells, luminescence, 24 h. Potency, µM (highest dose often 38.3 µM), for the others: at the highest dose activity change, negative = inhibition, hits mostly inhibitors. actives 0.13% (n = 410,000). AID 624418;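 also: loss of luciferase light is scored as toxicity; % is scaled to controls: 0 for no effect and ±100 for the full control effect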
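Luminescence readout: signal drop marks cytotoxicity. Plated cells grew 12 h at 37 °C, 5% CO2, received 23 nL compound for 24 h, then got luciferase reagent, read after 12 min at RT.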
KB-V1 cytotox: kills drug-selected multidrug resistant KB-V1 cells | KB-V1 MDR cells viability, CellTiter-Glo, 72 h | Potency, µM (titrated, usually from 46.1 µM), inactives show at the highest dose activity change, negative = cytotoxicity, usual class: cytotoxic | actives 3.4% (n = 400,000) | AID 1347076; also: % is scaled to controls: 0 for no effect and ±100 for the full control effect; nearly all actives have a fitted effect of over 60% in size
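KB-V1 MDR subline cells in DMEM (phenol-red free, 10% FBS) exposed to compounds in qHTS concentration series for 72 h at 37 degrees C. Viability read by CellTiter-Glo luminescence; concentration-effect curves fitted after normalization and correction.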
HT1080NT lethal: kills 2HG-producing HT-1080-NT fibrosarcoma cells. HT-1080-NT fibrosarcoma viability, CellTiter-Glo ATP luminescence, 48 h. Potency, µM (titrated, usually from 46.1 µM), for inactives: at the highest dose activity, negative = less viability, most hits filed as cytotoxic. actives 1.6% (n = 360,000). AID 686970;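 also: NT is the 2HG producing partner of a matched IDH1 knockdown line; 0% = DMSO-treated cells and -100% = media-only wells without cells; nearly all actives have a fitted effect of over 55% in size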
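Toxicity toward the 2HG-producing NT line was scored as %Activity, normalised to DMSO and no-cell wells, from CellTiter-Glo luminescence after 48 hours' treatment.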
SW480 rereplic: DNA re-replication induction in SW480 cells; AID 624297; SW480 DNA re-replication, Hoechst DNA content imaging, 48 h; Potency, µM (top dose mostly 46.1 µM), inactives show at the highest dose re-replication activation, usual class: activators; actives 1.8% (n = 340,000); also: % of control where 0% means no effect; nearly all actives have a fitted effect of over 55% in size
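Image-based DNA-content assay: after two days of treatment, nuclei were labelled with the DNA dye Hoechst and imaged, and hits were compounds raising the count of nuclei showing high fluorescence intensity.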
TDP43 rescue: TDP-43 toxicity inhibition in yeast; Potency, µM (top dose mostly 46.1 µM), inactives show at the top dose growth rescue (activation), actives largely listed as activators; AID 652104; actives 1.8% (n = 410,000); TDP-43 expressing yeast growth rescue, BacTiter-Glo, 24 h; also: % of control where 0% means no effect; nearly all actives have a fitted effect of over 50% in size
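Cell-based yeast growth screen: TDP-43 expression induced in galactose, inoculum OD600=0.02 after raffinose pregrowth to mid-log. Read-out BacTiter-Glo luminescence at 24 hr, 30 deg C; inhibition of toxicity seen as signal increase.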
GLP-1R agonist: activates the human GLP-1 receptor. P43220. HEK293 GLP-1R CRE-luciferase, luminescence, 4-6 h; cells express a hypersensitive GLP-1R form. Potency, µM (highest dose often 45.6 µM), for inactives: top-dose activation, hits mostly activators. actives 0.007% (n = 380,000); also: % of control where 0% means no effect
Target sequence (P43220 whole entry, looked up): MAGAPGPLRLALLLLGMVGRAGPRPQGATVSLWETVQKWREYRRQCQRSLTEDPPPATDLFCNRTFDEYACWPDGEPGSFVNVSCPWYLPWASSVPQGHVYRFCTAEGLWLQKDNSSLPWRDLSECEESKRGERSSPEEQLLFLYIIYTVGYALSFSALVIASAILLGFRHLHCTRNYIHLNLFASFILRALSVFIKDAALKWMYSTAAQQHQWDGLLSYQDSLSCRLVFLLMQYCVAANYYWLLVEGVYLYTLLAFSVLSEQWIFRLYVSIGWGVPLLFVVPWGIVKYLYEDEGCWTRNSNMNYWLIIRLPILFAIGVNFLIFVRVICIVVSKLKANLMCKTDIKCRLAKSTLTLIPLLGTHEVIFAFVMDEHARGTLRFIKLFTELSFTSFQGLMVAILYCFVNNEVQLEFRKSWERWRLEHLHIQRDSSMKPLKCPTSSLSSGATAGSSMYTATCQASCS
HT1080 IDH1KD tx: HT-1080 IDH1 knockdown cell toxicity (counter line); actives 2% (n = 360,000); AID 686971; HT-1080 IDH1 knockdown viability, ATP luminescence, 48 h; Potency, µM (titrated, usually from 46.1 µM), without a hit: at the highest dose activity, negative = toxicity, hits mostly cytotoxic;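 also: 0% = DMSO wells and -100% = cell-free medium wells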
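HT-1080-IDH1KD cells (IDH1 knocked down), 750/well in RPMI with 5% FBS, treated with compound 48 h at 37 degrees C. Viability by CellTiter-Glo luminescence, normalised to DMSO and no-cell wells; concentration-response curves classed.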
GLP-1R inv ag: acts as inverse agonist at human GLP-1 receptor | P43220 | HEK293 GLP-1R CRE-luciferase, luminescence, 24 h; GLP-1R form is constitutively active | Potency, µM (doses to about 38.3 µM), for the others: top-dose activity change, negative = inhibition, hits mostly inhibitors | actives 1.6% (n = 410,000) | AID 624417; also: % is scaled to controls: 0 for no effect and ±100 for the full control effect; nearly all actives have a fitted effect of over 55% in size
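HEK293 cells stably co-expressing a cAMP-responsive luciferase reporter and constitutively active GLP-1R were seeded, incubated 12 h, then exposed to compounds for 24 h at 37 C. Luminescence was read 12 min after detection reagent; inverse agonists lower signal.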
* hit, by the source's call; ? = inconclusive; nt = not tested or not shown; [ ] = another dose, or the depositor's remark. Calls follow the shape of the dose curve; as a rule, active = well fitted curve in the direction sought with a large enough effect; inconclusive = small, poorly fitted or top-dose-only effect, or another doubt; inactive = no such curve, though single readings can be large; an effect the other way counts as inactive or inconclusive. Potency is read from the fitted curve at half-maximal effect.

1. COC(=O)c1ccc(COc2ccccc2OC)o1
2. COc1cccc(CNC(=O)CN2C(=O)CCCc3ccccc32)c1OC
3. CCOc1ccccc1/C=N/OCC(=O)NCc1ccc(F)cc1
4. CC(Oc1ccccc1)C(=O)Nc1cccc(-c2nc3ccccc3[nH]2)c1 (stereo not drawn)
5. COc1ccc2c(=O)cc(C(=O)O)oc2c1
6. CC1=CC(C)(C)NC(=S)N1c1ccc(C)cc1
7. Cc1ccc(S(=O)(=O)N2C[C@@H]3CCCC[C@@H]3[C@@H](C)[C@H]2c2cn(Cc3ccccc3)c3ccc(F)cc23)cc1
8. CCOC(=O)c1nnn(-c2nonc2OC)c1-c1ccccc1
Compound	1	2	3	4	5	6	7	8
KB-3-1 tox	5%	11%	-4%	?	12%	-19%	0%	-4%
GLP1R cytotox	1%	-7%	-4%	-26%	-2%[7.66 µM]	?	1%	4%
KB-V1 cytotox	9%	0%	?	?	-7%	-22%	0%	?
HT1080NT lethal	19%	nt	-24%	-6%	2%	?	0%	-1%
SW480 rereplic	-6%	nt	2%	1%	-5%	9%	?	1%
TDP43 rescue	0%	5%	22µM*	1%	-1%[9.22 µM]	15%	-9%	?
GLP-1R agonist	1%	nt	12%	-21%	0%	-4%	-1%	1%
HT1080 IDH1KD tx	0%	nt	-12%	-3%	4%	11µM*	1%	8%
GLP-1R inv ag	10%	14%	?	?	0%[7.66 µM]	?	9%	-7%

Rewritten with each value named: three of the compounds above.
2: COc1cccc(CNC(=O)CN2C(=O)CCCc3ccccc32)c1OC
  KB-3-1 tox = 11%; GLP1R cytotox = -7%; KB-V1 cytotox = 0%; HT1080NT lethal = nt; SW480 rereplic = nt; TDP43 rescue = 5%; GLP-1R agonist = nt; HT1080 IDH1KD tx = nt; GLP-1R inv ag = 14%

8: CCOC(=O)c1nnn(-c2nonc2OC)c1-c1ccccc1
  KB-3-1 tox = -4%; GLP1R cytotox = 4%; KB-V1 cytotox = ?; HT1080NT lethal = -1%; SW480 rereplic = 1%; TDP43 rescue = ?; GLP-1R agonist = 1%; HT1080 IDH1KD tx = 8%; GLP-1R inv ag = -7%

3: CCOc1ccccc1/C=N/OCC(=O)NCc1ccc(F)cc1
  KB-3-1 tox = -4%; GLP1R cytotox = -4%; KB-V1 cytotox = ?; HT1080NT lethal = -24%; SW480 rereplic = 2%; TDP43 rescue = 22µM*; GLP-1R agonist = 12%; HT1080 IDH1KD tx = -12%; GLP-1R inv ag = ?

Further structures follow:
9. O/N=C\c1cccn1-c1ccc(Br)cc1
10. CCN(C(=O)c1cc2c(=O)n3ccccc3nc2n1CCCOC)C1CCCCC1
11. O=C(NCc1ccco1)c1cc(S(=O)(=O)NC2CC2)ccc1Br
12. NC(=O)c1ccsc1NC(=O)COC(=O)c1ccc([N+](=O)[O-])o1
13. O=C(Oc1ccc2c(c1)O/C(=C\c1ccncc1)C2=O)c1ccccc1
14. c1ccc(CCc2nn3c(-c4ccncc4)nnc3s2)cc1
15. COc1ccc(CC(=O)n2c(CC#N)nc3ccccc32)cc1OC
16. CSc1ccccc1C(=O)N(C)Cc1ccccc1
Compound	9	10	11	12	13	14	15	16
KB-3-1 tox	-7%	-3%	14%	-24%	0%	11%	10%	2%
GLP1R cytotox	15%	317%[activator]	-2%	-5%	81%[activator]	8%	-5%	3%
KB-V1 cytotox	-25%	7%	17%	0%	-8%	-4%	3%	-13%
HT1080NT lethal	-1%	0%	14%	1%[9.24 µM]	-3%	-3%	1%	0%
SW480 rereplic	4%	13%	1%	-37%[inhibitor]	nt	9%	-3%[9.22 µM]	4%
TDP43 rescue	12%	0%	13%	2%	-4%	16%	-10%	?
GLP-1R agonist	-1%	14%	-1%	8%	-2%	-3%	9%	-1%
HT1080 IDH1KD tx	2%	-4%	14%	-1%	1%	0%[9.24 µM]	13%	2%
GLP-1R inv ag	?	17%	-7%	6%	16%	?	9%	-24%

17. COc1ccc(NC(=S)Nc2cc(C)[nH]n2)cc1Cl
18. COc1ccc(-c2nc(SCC(=O)Nc3ccc4c(c3)OCO4)c(-c3ccccc3)[nH]2)cc1
19. CCOC(=O)C1=C(C)N=c2s/c(=C\c3ccc(O)c([N+](=O)[O-])c3)c(=O)n2C1c1ccccc1OC (stereo not drawn)
20. CCOc1ccc(C(C)NC(=O)c2ccc3c(c2)NC(=O)C(C)S3)cc1OCC (stereo not drawn)
21. CC(C)c1ccccc1NC(=O)COC(=O)Cc1cccc(C(F)(F)F)c1
22. C=CCN1C(=O)C2(c3ccccc31)C1CCCC=C1C(C#N)=C(N)C2(C#N)C#N (stereo not drawn)
23. CN1C(=O)c2ccccc2NC(=O)[C@]12O[C@@H]2c1cccc(O)c1
24. CCCCN1C(N)=NC[C@@H]1CCCCN
Compound	17	18	19	20	21	22	23	24
KB-3-1 tox	0%	-23%	?	?	1%	13%	10%	3%
GLP1R cytotox	-21%	-24%	-19%	-1%	11%	-2%	1%	-13%
KB-V1 cytotox	14%	-2%	?	-3%	15%	-6%	?	0%
HT1080NT lethal	21%	nt	?	-5%	7%	-11%	0%	17%
SW480 rereplic	-9%	nt	17%	5%	-1%	-2%	2%	0%
TDP43 rescue	-14%	2%	-2%	-16%	4%	22%	-1%	15%
GLP-1R agonist	17%	nt	5%	-3%	-2%	-2%	-4%	5%
HT1080 IDH1KD tx	7%	nt	-4%	-12%	1%	-13%	0%	11%
GLP-1R inv ag	19%	?	-11%	15%	20%	4.5µM*	5%	13%

25. COC(=O)[C@H](Cc1ccccc1)NC(=O)N1CC(C)OC(C)C1 (stereo partly drawn)
26. Cc1ccnc(NS(=O)(=O)c2ccc(NC(=O)c3cc(=O)c4ccccc4o3)cc2)n1
27. CCc1cccc(NC(=S)N(CCN(C)C)C2CCN(C(C)C)CC2)c1
28. COC(=O)c1cc(NC(=O)CN(c2ccccc2OC)S(=O)(=O)c2ccccc2)ccc1Cl
29. Nc1nc(Nc2ccccc2)nc(NC2CCCCC2)c1[N+](=O)[O-]
30. CCCn1c(CN2CCN(C(=O)OCC)CC2)nc2cc(NC(C)=O)ccc21
31. COc1cc2c(cc1OC)C1(CCCCC1)CN(C)C2
32. CCOc1ccc(-c2c(C(=O)N/N=C/c3ccc(C)o3)nnn2-c2nonc2N)cc1
Compound	25	26	27	28	29	30	31	32
KB-3-1 tox	17%	-5%	-17%	4%	?	?	4%	1%
GLP1R cytotox	2%	-1%	-21%	-4%	?	-5%	2%	-4%
KB-V1 cytotox	16%	-1%	-2%	-15%	?	3%	2%	-9%
HT1080NT lethal	13%	7%	-23%	-25%	?	-2%	0%	-8%
SW480 rereplic	-1%	-10%	-14%	-2%[9.22 µM]	9.2µM*	53%	?	-23%
TDP43 rescue	11%	-11%	12%	17%	-9%	-2%	-32%[inhibitor]	-13%
GLP-1R agonist	-9%	-1%	4%	-7%	-6%	-4%	2%	2%
HT1080 IDH1KD tx	15%	7%	-23%	-16%	?	-5%	-1%	-18%
GLP-1R inv ag	5%	11%	5µM*	?	?	-25%	12%	-6%

33. CCc1sc(C(=O)NCCc2ccc(S(N)(=O)=O)cc2)cc1C
34. COc1ccc(N)cc1-n1cnnn1
35. CSc1nc(SCC(=O)NC(c2ccccc2)c2ccccc2)c2c3c(sc2n1)CN(C)CC3
36. N#C/C(=C/c1ccco1)C(N)=S
37. CC(=O)Nc1ccc(NC(=O)C(=O)c2cn(CC(=O)N3CCCCC3)c3ccccc23)cc1
38. C=CCN1CC(c2nc3ccccc3n2Cc2ccccc2)CC1=O (stereo not drawn)
39. CC(C)(C)NC(=O)NC(=O)CN1CCN(S(=O)(=O)c2ccccc2)CC1
40. CN1CCN(/C=N/c2sc3c(c2C#N)CCCCC3)CC1
Compound	33	34	35	36	37	38	39	40
KB-3-1 tox	1%	-6%	?	-1%	9%	-4%	-6%	0%
GLP1R cytotox	-9%	0%	?	-12%	-1%[0.307 µM]	3%	-7%	-10%
KB-V1 cytotox	-11%	?	?	65%	1%	12µM*	-8%	-4%
HT1080NT lethal	-2%	1%	-28%	?	-21%	-1%	-2%	1%
SW480 rereplic	?	-21%	5.8µM*	6%	-5%	-2%	0%	4%
TDP43 rescue	-21%	7%	22%	-14%	-2%	23%	-1%	-6%
GLP-1R agonist	3%	-1%	2%	2%	3%	15%	7%	19%
HT1080 IDH1KD tx	-7%	-2%	?	0%	-13%	-2%	3%	-6%
GLP-1R inv ag	-16%	2%	-3%	4%	-1%[0.307 µM]	-7%	-3%	?

41. Cc1cc(N2CCCC(C(=O)Nc3ccc4c(c3)CCC4)C2)n2ncnc2n1 (stereo not drawn)
42. CCN(CC)CCNc1nc2c(c(=O)n(C)c(=O)n2C)n1C/C=C(/C)Cl
43. Cn1c(-c2ccc(Cl)nc2)nc2ccccc21
44. CCOc1ccc(Cl)cc1CNCCCSc1nc(C)cc(C)n1
45. COc1ccccc1C1/C(=C(/O)c2ccc(C)cc2)C(=O)C(=O)N1Cc1ccco1 (stereo not drawn)
46. Cc1ccc(OCC(=O)NNC(=O)CCC(=O)NCc2ccccc2)cc1
Compound	41	42	43	44	45	46
KB-3-1 tox	?	26%	7%	-7%	5%	0%
GLP1R cytotox	-20%	6%	-1%	?	0%	-2%
KB-V1 cytotox	4.6µM*	27%	3%	-15%	?	4%
HT1080NT lethal	-4%	0%	8%	?	-15%	-2%
SW480 rereplic	2%	0%	1%	?	-8%	-8%
TDP43 rescue	-13%	-12%	5%	7%	-25%	-4%
GLP-1R agonist	18%	-13%	3%	3%	1%	1%
HT1080 IDH1KD tx	?	4%	17%	-25%	-3%	-21%
GLP-1R inv ag	79%[activator]	-1%	11%	?	1%	-53%
